High-throughput results (PubChem BioAssay)
Lipid storage S3: qHTS Assay for Lipid Storage Modulators in Drosophila S3 Cells; Drosophila S3 cells, BODIPY lipid droplet fluorescence, 18-24 h; cells fed with added oleic acid; Potency in µM for hits, for the others lipid storage change, negative = inhibition, % at the top dose, mostly 46.1 µM; 320,000 tested, 0.64% active; AID 2685, 2010; active means well fitted inhibition curve with a large enough effect in the signal ratio, with a control signal flat, not every such curve was filed as active; inconclusive means small, poorly fitted or top-dose-only effect, or effect the other way, or a change in a side signal; the % refers to the signal ratio
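Drosophila S3 cells got compounds at several concentrations plus oleic acid (400 uM solution). Laser-scanning cytometry with 488 nm excitation read lipid droplets at 500-530 nm and cells at 575-640 nm. Percent activity was relative to 20 uM Triacsin C.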
Lipid storage S3 cell count max: also measured in Lipid storage S3; calls as there; cell number change, %; measured here: cell count max response;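 cells counted by Cell Tracker Red CMTPX staining in the red channel; peak over a dose series mostly up to 46.1 µM; percent activity relative to internal control wells on each plate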
* marks the source's active call; other numbers are inactive results; i = inactive; ? = inconclusive; · = not tested or not shown; & = joins results of further samples; [ ] = remark or other dose. On the % scale 0 is the no-effect control and ±100 the full control effect; potency means the concentration at half of the fitted maximal effect. An excerpt; rates above refer to the full screens.

SMILES	Lipid storage S3	Lipid storage S3 cell count max
O=C(Nc1cccc2nsnc12)c1cccs1	6%	3&0
N#CCCN=C(NS(=O)(=O)c1ccccc1)c1ccccc1	?	·
O=c1c2ccccc2nc2n1CCC2O (stereo not drawn)	12%	1
Cn1c(SCC(=O)Nc2nnc(-c3ccccc3)o2)nnc1C1CC1	?	·
CCC1Oc2ccc(C)cc2N(CC(=O)NCc2cccc(OC)c2)C1=O (stereo not drawn)	-91%	-26
CC(Oc1ccc(Cl)cc1)C(=O)N1CCCc2ccccc21 (stereo not drawn)	?	·
Cc1ccc(CN2C(=O)/C(=C\c3ccc(C(=O)NCc4cccnc4)cc3)Oc3ccccc32)cc1	?	·
Cn1nc(C(=O)N2CCOCC2)c([N+](=O)[O-])c1C(=O)N1CCOCC1	7%	2
O=C(COc1nncc2ccccc12)NCCC1=CCCCC1	?	·
Cc1ccnc(NS(=O)(=O)c2ccc(NC(=O)c3ccc(Cl)cc3[N+](=O)[O-])cc2)n1	?	·
CC(=O)Nc1ccc(NC(=O)CSc2nnc(C)n2-c2ccccc2)cc1	i	·
CC1CC(C)CN(c2ccc([N+](=O)[O-])cc2-c2nn[nH]n2)C1 (stereo not drawn)	20%	20
CN1CCN(C(=O)CCS(=O)(=O)c2cc3c(cc2Cl)NC(=O)CO3)CC1	13%	5
CC(C)c1ccc(N2C(=O)CC(NNC(=O)c3cccnc3)C2=O)cc1 (stereo not drawn)	-20%	-8
CCOn1c(=O)c(=O)n(OCc2ccccc2)c2ccccc21	i	·
COC(=O)c1ccc(CSc2nc(C)nc3sc(C)c(C)c23)o1	14%	-11
CC1=C(C(=O)OC(C)C)C(c2cccs2)N2C(=O)CCSC2=N1 (stereo not drawn)	-17%	9
Cn1c(O)c(N=NC(=O)Cn2ccc(C(F)(F)F)n2)c2ccccc21	?	·
COc1ccc(Cn2cc3c(-c4ccc(F)cc4)nnc-3c3cc(OC)c(OC)cc32)cc1	?	·
Cc1ccc(-c2nnc(Nc3ccc(CC(N)=O)cc3)c3ccccc23)cc1S(=O)(=O)NCCO	1%	8
COC(=O)CNc1nc(-c2cccnc2)nc2ccccc12	8%	-15
COc1ccc(-c2nc(CS(=O)CC(=O)NCc3ccco3)c(C)o2)cc1OC (stereo not drawn)	2%[9.22 µM]	10
Cc1c(C)c2ccc(O)c(CN3CCN(C)CC3)c2oc1=O	?	·
Cc1cc(OC(C(=O)O)c2ccccc2)c2c(C)c(Cc3ccccc3)c(=O)oc2c1 (stereo not drawn)	2%	-5
CCOC(=O)C1CCN(C(=O)C2CCN(S(=O)(=O)N3CCC4(CC3)OCCO4)CC2)CC1	-9%	-6
COc1ccc(N2CCN(C(c3ccccc3OC)c3nnnn3C3CCCC3)CC2)cc1 (stereo not drawn)	22%	8
CC(=O)C1C(c2ccc(F)cc2)NC(=O)NC1(O)C(F)(F)F (stereo not drawn)	8%	26
O=C(c1ccc(NS(=O)(=O)c2cccc(F)c2)cc1)N1CCCC1	-14%	·
Cc1ccc(S(=O)(=O)Nc2nc3ccc(N)cc3s2)cc1	?	·
C/C(=N/Nc1ccc([N+](=O)[O-])cc1)c1c[nH]c2ccccc12	4.1µM*	-25*

Rewritten in CSV form: entries from further up.
SMILES,Lipid storage S3,Lipid storage S3 cell count max
Cn1c(O)c(N=NC(=O)Cn2ccc(C(F)(F)F)n2)c2ccccc21,?,·
COc1ccc(Cn2cc3c(-c4ccc(F)cc4)nnc-3c3cc(OC)c(OC)cc32)cc1,?,·
Cc1ccc(-c2nnc(Nc3ccc(CC(N)=O)cc3)c3ccccc23)cc1S(=O)(=O)NCCO,1%,8

Next part.
SMILES	Lipid storage S3	Lipid storage S3 cell count max
NC(=O)C1CCN(C(=S)NCc2ccc3c(c2)OCO3)CC1	?	·
Cc1noc(/C=C/N(C)C)c1S(=O)(=O)N1CCCC(C(=O)NCc2cccs2)C1 (stereo not drawn)	?	·
CCc1nnc(NS(=O)(=O)c2ccc(N3C(=O)C4CC=C(Cl)CC4C3=O)cc2)s1 (stereo not drawn)	?	·
O=C1CN(S(=O)(=O)c2ccccc2Cl)CCN1	?	·
CC(C)N(Cc1ccccc1)C(=O)Cn1c(=O)cnc2ccccc21	9%	16
O=C(c1ccc(F)cc1)N1C2CCC1CC(O)(c1ccccc1F)C2 (stereo not drawn)	13%	-2
O=C(Nc1cccnc1)c1ccc(NC(=O)c2ccco2)cc1	i	-9
COc1ccc(/C=C/C(=O)Nc2cccc(F)c2)cc1S(=O)(=O)N1CCOCC1	?	·
O=C1CN(C(=O)N[C@@H](Cc2ccccc2)C(=O)N[C@H](Cc2ccccc2)C(=O)O)c2ccccc2N1	-9%	5
CCOC(=O)c1c(C)nn(-c2ccc(NC(=O)/C=C/C(=O)O)cc2)c1C	-5%	12
COC(=O)c1cc(-c2cccs2)nn1-c1ccccc1	?	·
N=C1C(c2ccccc2)=C(O)CN1c1cccc(O)c1	3%	8
COc1ccc(C2(CNC(=O)c3ccco3)CCOCC2)cc1	-7%	-17
CN(C1CCCCC1)S(=O)(=O)c1ccc(Cl)c(C(=O)O)c1	?	·
COC(=O)CCc1sc(NC2CCCCC2)nc1-c1ccc(OC)cc1	22%	·
CC(C)(C)n1ncc2c(=O)n(CC(=O)NC3CCCCC3)cnc21	-11%	-12
O=C(COC(=O)c1cccnc1Cl)Nc1ccccc1OC(F)F	5%	1
Cc1cc(OCC(=O)OCC(=O)N2CC(C)CC(C)C2)ccc1Cl (stereo not drawn)	?	·
CCN1CCN(C(=O)c2cc3c(OC)c(OC)c(OC)cc3[nH]2)CC1	-5%	-8
CC(=O)c1sc2ccccc2c1OC(=O)c1ccco1	?	·
Cc1ccc2ccccc2c1NC(=O)Cn1nnc(-c2cccnc2)n1	1%	2
Cc1c(C(=O)OCc2ccc(F)cc2)sc2nc3n(c(=O)c12)CCC3	?	·
Cc1cc(NC(=O)CCCS(=O)(=O)c2nc(-c3cccs3)cc(C(F)(F)F)n2)no1	?	·
COc1ccc(CNC(=O)CSc2nc3ccc(N)cc3s2)cc1	?	·
CC(C)C(=O)N=C1SC2CS(=O)(=O)CC2N1Cc1ccc(Cl)cc1 (stereo not drawn)	4%	-2
CCCn1cnc2c(c1=O)c1nc3ccccc3nc1n2CCc1ccccc1	?	·
COc1ccc(-n2c(C)nn(C)c2=O)c(OC)c1	13%	-2
CS(=O)(=O)Nc1ccc(C2=NN(C(=O)c3ccco3)C(c3ccco3)C2)cc1 (stereo not drawn)	?	·
Cc1nn(-c2ccc(F)cc2)c2c1cc(C#N)c1nc3ccccc3n12	?	·
COc1ccccc1NC(=O)Nc1ccnn1C1CCN(C(=O)c2ccccn2)CC1	10%	·
O=C1COc2ccc(C(=O)c3ccccc3)cc2CN1	?	·
CC1CCCC(NC(=O)Nc2cccs2)C1C (stereo not drawn)	?	·
COC(=O)N/N=C/c1cn(CCCOc2ccc(C)cc2)c2ccccc12	?	·
CCOc1ccc(CCNC(=O)COC(=O)/C=C/c2ccc(OCC#N)c(OC)c2)cc1OCC	?	·
O=C(COc1ccc2c3c(c(=O)oc2c1)CCCC3)N1CCN(c2ccccc2)CC1	?	·
Cn1c(N)c(C(=O)CSc2ccccn2)c(=O)n(C)c1=O	-6%	8
C/C(=N/OC(=O)c1ccc(C(F)(F)F)cc1)c1oc(C)nc1C	?	·
CC(C)c1[nH]nc2c1C1(CCN(Cc3ccccc3)CC1)C(C#N)=C(N)O2	i	-21
CCCn1c(N)c(N(C)C)c(=O)n(CC(=O)Nc2ccc(OC(F)(F)F)cc2)c1=O	?	·
COc1ccc(N(CC(O)CN2CCOCC2)S(=O)(=O)c2ccc(C)cc2)cc1 (stereo not drawn)	?	·
CC1(C)CC(c2csc(N)n2)CCO1 (stereo not drawn)	?	·
COc1ccccc1-c1c(C(F)(F)F)oc2cc(OC(=O)c3ccccc3[N+](=O)[O-])ccc2c1=O	-11%	2
Cc1ccc(NCc2nnc(SCC(=O)OC3CCCCC3)o2)c(C)c1	?	·
COc1ccc(-n2c(=O)cc(N3CC(C)OC(C)C3)[nH]c2=O)cc1 (stereo not drawn)	0%	3
C=CCn1c(C)cc(C2=NNC(=NCC)SC2)c1C	?	·

Whole records as entered above. Values in the order: Lipid storage S3	Lipid storage S3 cell count max
Record of COc1ccccc1NC(=O)Nc1ccnn1C1CCN(C(=O)c2ccccn2)CC1 → 10%	·
Record of Cc1cc(OCC(=O)OCC(=O)N2CC(C)CC(C)C2)ccc1Cl (stereo not drawn) → ?	·
Record of CCOn1c(=O)c(=O)n(OCc2ccccc2)c2ccccc21 → i	·

Next results
SMILES	Lipid storage S3	Lipid storage S3 cell count max
O=C1CC(c2cc(-c3ccccc3)no2)C1	?	·
Cc1c(C(=O)O)sc2ncn(C)c(=O)c12	?	·
Nc1ccc(N2CCN(C(=O)c3ccco3)CC2)cc1	4%	7
O=S(=O)(c1ccccc1)N(CC(O)CN1CCCC1)c1ccccc1 (stereo not drawn)	i	10
Cc1ccc(CNC(=O)CN2c3cccc4cccc(c34)S2(=O)=O)cc1	?	·
CCOC(=O)c1csc(NC(=O)c2cccs2)n1	21µM*	-12*
COc1cccc(Nc2ncnc3c2cnn3C)c1	?	·
CC(NC(=O)CN1CCN(S(=O)(=O)c2ccc(Br)cc2)CC1)c1ccccc1 (stereo not drawn)	?	·
CCC(C)n1c(-c2cccc(S(=O)(=O)N(CC)CC)c2)n[nH]c1=S (stereo not drawn)	1%	2
O=C(O)CCCn1cc(NC(=O)c2sc3ccccc3c2Cl)cn1	i	-18
CCOc1ccccc1CN1C(=O)c2ccccc2C1C(=O)NCC1CCCO1 (stereo not drawn)	i	·
COc1cc(-c2[nH]ncc2CN2CCc3sccc3C2)cc(OC)c1OC	-11%	-14
COCC1CCN(Cc2nc(-c3ccc(OC)cc3)no2)CC1	9%	10
CC(=O)Oc1ccc(-c2csnn2)cc1	?	·
O=C(N/N=C/c1ccc([N+](=O)[O-])o1)c1ccccc1-n1cccc1	?	·

Random excerpt: six records from the list.
SMILES	Lipid storage S3	Lipid storage S3 cell count max
CC(NC(=O)CN1CCN(S(=O)(=O)c2ccc(Br)cc2)CC1)c1ccccc1 (stereo not drawn)	?	·
Nc1ccc(N2CCN(C(=O)c3ccco3)CC2)cc1	4%	7
O=C(N/N=C/c1ccc([N+](=O)[O-])o1)c1ccccc1-n1cccc1	?	·
Cc1ccc(CNC(=O)CN2c3cccc4cccc(c34)S2(=O)=O)cc1	?	·
O=C1CC(c2cc(-c3ccccc3)no2)C1	?	·
COc1cc(-c2[nH]ncc2CN2CCc3sccc3C2)cc(OC)c1OC	-11%	-14

(list continues)
SMILES	Lipid storage S3	Lipid storage S3 cell count max
CCOc1ccc(S(=O)(=O)Nc2cccc(-c3ccc(N4CCCCCC4)nn3)c2)cc1	?	·
CCNC(=S)N/N=C/c1ccc(C(=O)O)cc1	?	·
Cc1ncoc1C(=O)Nc1nccs1	9%	-11
Cc1nnc(SCC(=O)Nc2ccccc2F)n(N)c1=O	-11%	-9
Cc1cccc(OCCOC(=O)C2CCN(S(=O)(=O)c3ccc(C)c(C)c3)CC2)c1	?	·
CC(=O)Nc1c(C)nn(-c2ccc(C)c(C)c2)c1C	-9%	-5
Cc1ccccc1NS(=O)(=O)c1nnc(NC(=O)C(C)C)s1	?	·
COC(=O)C1=C(C)N(c2ccc(C)cc2)/C(=C/c2ccc(O)cc2)C1=O	-24%	-12
O=[N+]([O-])c1ccc(S(=O)(=O)N2CCN=C2SCc2ccc(F)cc2)cc1	?	·
O=C(NN=C1CCCC1)c1ccccc1OCCOc1ccccc1	?	·
CCCCn1c(Nc2ccccc2)nc2ccccc21	?	·
Cc1cc(CSc2ccccc2)ccc1NC(=O)COc1ccccc1C	-4%	-2
CCCNC(=O)NC(=O)CSc1nc2ccccc2n1CC(C)C	7%	-11
COc1ccc(C(=O)Nc2ccc(N3CCN(C(C)=O)CC3)cc2)cc1[N+](=O)[O-]	-1%	17
Cc1ccc(N(CC(=O)NC(C)(C)C)C(=O)CCC(=O)Nc2nccs2)c(C)c1	?	·
Clc1cccc(-c2sc(Nc3ccccc3)n[n+]2-c2ccccc2)c1Cl	?	·
COc1ccc(-c2n[nH]c(=S)n2-c2ccc(C)cc2)cc1	3%	1
CCC(=O)Nc1cccc(-c2cc3ccccc3oc2=O)c1	11%	-1
N#Cc1ccc(-c2csc(NC(=O)c3ccc(S(=O)(=O)N4CCc5ccccc5C4)cc3)n2)cc1	4%	12
C/C=C/c1ccc(OCCCCN2CCC(C)CC2)c(OC)c1	5%	4
O=C(/C=C/c1ccccc1Cl)c1cccnc1	?	·
CCN(C(=O)CSc1nc2ccc(OC)cc2[nH]1)C1CCS(=O)(=O)C1 (stereo not drawn)	23%	·
COc1ccc(N2CC(C(=O)NCCC3=CCCCC3)CC2=O)cc1 (stereo not drawn)	?	·
CCN1CCN(C(=O)c2cc3cc4cc(OC)ccc4nc3s2)CC1	i	5
Cc1cc(C)c(C(=O)N(C)C2CCCN(Cc3ccccc3F)C2)o1 (stereo not drawn)	?	·
Cc1cc(C)c2oc(C(=O)Nc3nnc(C(C)C)s3)cc(=O)c2c1	i	-5
Cc1cc(C(=O)CSc2nnc(-c3ccccc3F)o2)c(C)n1Cc1cccs1	?	·
O=C(CSCc1c(Cl)cccc1Cl)Nc1nccs1	3%	6
CCCC(=O)Nc1ccc(-c2cnc(-c3ccc(NC(=O)CCC)cc3)nc2)cc1	7%	22
O=c1[nH][nH]c2c(N=Cc3ccccc3O)ccc(F)c12	0%	9
CCCn1c(N)c(C(=O)CSc2nnc(N)s2)c(=O)[nH]c1=O	?	·
CN(c1ccc(C(=O)NC2CC3CCC2C3)cc1)S(C)(=O)=O (stereo not drawn)	?	·
